Compound activity from PubChem.
MBNL1-CUG inh: MBNL1-poly(CUG) RNA binding inhibition. TR-FRET MBNL1-His/biotin-(CUG)12 binding, 665/545 ratio. Potency, µM (doses to about 57.5 µM), without a hit: top-dose activity change, negative = inhibition, actives largely listed as inhibitors. actives 0.036% (n = 280,000). AID 2675; active = well fitted inhibition curve with a large enough effect in the signal ratio, with a control signal flat, not every such curve was filed as active; inconclusive = small, poorly fitted or top-dose-only effect, or effect the other way, or a change in a side signal; inactive = no such curve, though single readings can be large or run the other way; the % refers to the signal ratio; note: potency is the fitted concentration of half-maximal effect; % is set by controls: 0 for no effect and ±100 for the full control effect
Target sequence (Q9NR56 whole entry, looked up): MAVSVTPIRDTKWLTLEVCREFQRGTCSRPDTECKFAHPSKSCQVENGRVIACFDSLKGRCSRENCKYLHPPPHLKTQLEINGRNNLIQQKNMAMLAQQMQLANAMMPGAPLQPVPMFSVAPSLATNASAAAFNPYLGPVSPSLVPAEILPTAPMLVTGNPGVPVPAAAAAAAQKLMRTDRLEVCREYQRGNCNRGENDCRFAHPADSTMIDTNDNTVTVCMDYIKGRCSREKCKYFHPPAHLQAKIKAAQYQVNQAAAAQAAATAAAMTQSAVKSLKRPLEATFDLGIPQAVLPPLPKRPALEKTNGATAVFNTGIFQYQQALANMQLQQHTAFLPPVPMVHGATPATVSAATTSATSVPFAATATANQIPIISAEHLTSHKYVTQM
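Ratiometric TR-FRET (665 over 545 nm, excitation 340 nm) tracks disruption of MBNL1-His/biotin-(CUG)12 complex after 60 min at room temperature, with compounds at 92 nM to 58 uM final.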
Integrin act MD: activators of alpha7 integrin expression for muscular dystrophy. actives 0.064% (n = 350,000). AID 624291. Potency, µM (top dose mostly 38.3 µM), inactives show at the highest dose activation, most hits filed as activators. alpha7betagal myoblasts, beta-gal FDG fluorescence, 48 h;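 note: potency is the fitted concentration of half-maximal effect; 100% = response of the positive control SU9516; nearly all actives have a fitted effect of over 60% in size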
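alpha7betagal+/- myoblasts (passage 13, 250/well) treated 48 h at 37C with compounds at 1:260 dilution of DMSO stock. Lysed, then beta-galactosidase activity read as FDG fluorescence (ex 480/em 540) after 30 min, with pre-read for autofluorescence.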
TSHR antagonist: antagonists of human thyroid stimulating hormone receptor; actives 0.2% (n = 330,000); TSHR-expressing cells, TSH-stimulated cAMP HTRF, 2 h; hits give low values; activity change, negative = inhibition, % at 11.5 µM;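 active = activity change below a set negative limit, meaning inhibition stronger than a set level, cut at about -70% in these data; inconclusive = activity change between two set negative limits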; note: % is set by controls: 0 for no effect and ±100 for the full control effect
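Read-out is FRET at 665 nm (cryptate excitation 337 nm) from a cryptate-tagged anti-cAMP antibody, competed by cell cAMP against cAMP-d2. Compounds are tested on freshly harvested TSHR cells challenged with 4nM TSH (EC80) for 2 hours at 37 deg C.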
Menin MLL FP TR: displaces Texas Red mutant MLL peptide from human menin | O00255 | Potency, µM (series often up to 61.6 µM), for inactives: top-dose FP activity change, negative = inhibition, usual class: inhibitors | actives 0.23% (n = 270,000) | Menin + Texas Red MLL mutant peptide, fluorescence polarization; active = well fitted inhibition curve with a large enough effect in the polarisation, with a control signal flat, not every such curve was filed as active; inconclusive = small, poorly fitted or top-dose-only effect, or effect the other way, or a change in a side signal; inactive = no such curve, though single readings can be large or run the other way; the % refers to the polarisation; note: potency is the fitted concentration of half-maximal effect; % of control where 0% means no effect; many of its hits are not listed in these tables
Target sequence (O00255 whole entry, looked up): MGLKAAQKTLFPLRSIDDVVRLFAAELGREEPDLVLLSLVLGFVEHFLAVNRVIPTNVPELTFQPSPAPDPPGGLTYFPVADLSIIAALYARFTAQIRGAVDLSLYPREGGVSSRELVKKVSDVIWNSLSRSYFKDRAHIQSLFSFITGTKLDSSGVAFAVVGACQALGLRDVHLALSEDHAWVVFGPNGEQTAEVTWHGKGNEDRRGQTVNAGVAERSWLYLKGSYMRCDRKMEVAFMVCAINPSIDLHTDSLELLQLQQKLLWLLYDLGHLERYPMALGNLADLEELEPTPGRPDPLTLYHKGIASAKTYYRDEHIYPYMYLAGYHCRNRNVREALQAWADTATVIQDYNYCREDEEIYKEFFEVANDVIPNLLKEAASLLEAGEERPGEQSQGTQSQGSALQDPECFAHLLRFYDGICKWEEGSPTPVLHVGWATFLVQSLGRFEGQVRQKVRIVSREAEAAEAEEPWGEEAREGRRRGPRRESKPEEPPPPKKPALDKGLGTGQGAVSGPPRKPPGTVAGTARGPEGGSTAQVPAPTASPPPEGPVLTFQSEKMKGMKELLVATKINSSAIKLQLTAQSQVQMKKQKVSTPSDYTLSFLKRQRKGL
Mito fusion yeast: mitochondrial division inhibition or fusion activation. S. cerevisiae fusion-defective mutant growth rescue, CellTiterGlo 48 h. Potency, µM (top dose mostly 46.1 µM), inactives show at the top dose growth rescue (activation), usual class: activators. actives 0.23% (n = 320,000). AID 485298;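 note: potency is the fitted concentration of half-maximal effect; % of control where 0% means no effect; nearly all actives have a fitted effect of over 45% in size; temperature-sensitive fusion mutants such as fzo1-1 at 37 °C on non-fermentable ethanol glycerol medium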
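Read-out: ATP-based luminescence (CellTiterGlo, 10 min ambient) reporting growth of fusion-defective ts yeast after 48 hours at 37C on glycerol/ethanol YPEG medium in the presence of compound.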
MLL CXXC-DNA inh: inhibitors of human MLL CXXC domain-DNA interaction; Q03164; MLL-CXXC / FITC-HOXA9 DNA fluorescence polarization; Potency, µM (series often up to 115 µM), without a hit: at the top dose activity change, negative = inhibition, most hits filed as inhibitors; actives 0.037% (n = 290,000); active = well fitted inhibition curve with a large enough effect in the polarisation, with a control signal flat, not every such curve was filed as active; inconclusive = small, poorly fitted or top-dose-only effect, or effect the other way, or a change in a side signal; inactive = no such curve, though single readings can be large or run the other way; the % refers to the polarisation; note: potency is the fitted concentration of half-maximal effect
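Purified MLL-CXXC (added from a 7 uM solution) was preincubated 5 min at ambient with pinned compounds in 50 mM Tris-HCl pH 7.5, 50 mM NaCl, 1 mM DTT, 0.05% BSA. Fluorescein-labeled HOX-A9 DNA (50 nM solution) followed, 30 min, then polarization read.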
TCR activator: activators of T cell receptors. AID 504894. Potency, µM (titrated, usually from 9.22 µM), for inactives: at the highest dose activation of IL-2 secretion, hits mostly activators. 330,000 tested, under 10 active. primary human leukocytes, anti-CD3, IL-2 HTRF, 48 h; note: % of control where 0% means no effect
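48 hr co-incubation of compounds, a-CD3 beads and primary human leukocytes; IL-2 quantified homogeneously by HTRF with anti-IL-2 K and d2 conjugates.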
TSG101-PTAP inh: blocks PTAP/TSG101 interaction to inhibit HIV-1 budding; Q99816; Fluorescence polarization, FITC-PTAP peptide / Tsg101 binding; Potency, µM (highest dose often 115 µM), without a hit: at the top dose activity change, negative = inhibition, usual class: inhibitors; 340,000 tested, under 10 active; AID 493005; active = well fitted inhibition curve with a large enough effect in the main read-out, with a control signal flat, not every such curve was filed as active; inconclusive = small, poorly fitted or top-dose-only effect, or effect the other way, or a change in a side signal; inactive = no such curve, though single readings can be large or run the other way; note: potency is the fitted concentration of half-maximal effect; % of control where 0% means no effect
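Steps: Tsg101 binding domain dispensed (10 uM final), compounds pinned in DMSO, FITC-labeled PTAP-motif peptide added (50 nM final); after 20 min binding at room temperature, polarization measured.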
AT treatment: potential ataxia-telangiectasia treatment; AID 485349; Potency, µM (doses to about 57.5 µM), for the others: at the highest dose activation, usual class: activators; actives 0.19% (n = 320,000); […] A-T fibroblasts, KAP-1 phosphorylation AlphaLISA; neocarzinostatin DNA damage 30 min before lysis; note: potency is the fitted concentration of half-maximal effect; % of control where 0% means no effect; nearly all actives have a fitted effect of over 45% in size
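ATM-like activity read as KAP-1 phosphorylation via AlphaLISA donor/acceptor antibody pairs after lysis and 6 hr at 25C. Cells were ATM-null patient fibroblasts ([…], hTERT), dosed 60 min, then exposed to the DSB inducer NCS for 30 min.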
ASM inhibitor: human S-ASM enzyme inhibition. actives 0.006% (n = 340,000). Potency, µM (titrated, usually from 57.5 µM), inactives show at the top dose activity change, negative = inhibition, most hits filed as inhibitors. placental ASM, HMU-PC fluorogenic substrate, 60 min. AID 504937; note: potency is the fitted concentration of half-maximal effect
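Fluorogenic HMU-PC substrate (9 uM final) is turned over by placental ASM in 60 min at 37 C after a 10 min compound preincubation. Reaction ended by alkaline stop (pH 10), with fluorescence read at 386/447 nm.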
* marks the source's active call; other numbers are inactive results; ? = inconclusive; . = not tested or not shown; [ ] = another dose, or the depositor's remark. Unless noted, calls come from the whole dose curve; as a rule, active = well fitted curve in the direction sought with a large enough effect; inconclusive = small, poorly fitted or top-dose-only effect, or another doubt; inactive = no such curve, though single readings can be large; an effect the other way counts as inactive or inconclusive. These rows are one share of the data, so the mix of outcomes need not match the whole.

SMILES	MBNL1-CUG inh	Integrin act MD	TSHR antagonist	Menin MLL FP TR	Mito fusion yeast	MLL CXXC-DNA inh	TCR activator	TSG101-PTAP inh	AT treatment	ASM inhibitor
COc1nc(NC2OC(CO)C(O)C(O)C2O)c(N)c(=O)[nH]1 (configuration not stated)	.	10%	.	.	.	.	0%	-14%	.	98%[activator]
C=CCSc1nnc(NC(=O)c2ccc(NC(C)=O)cc2)s1	.	-4%	-8	.	5%	11%	-7%	-7%	-3%	0%
O=C(c1cnc2sccn2c1=O)N1CCN(c2ccccc2Cl)CC1	-4%	-4%	-3	.	-1%	-9%	4%	0%	2%	0%
CC1CCC(C(O)(C(=O)O)C2CCCCC2)CC1C (configuration not stated)	.	20%	.	.	.	.	-2%	-2%	.	2%
CC(C)(C)OC(=O)[C@H](Cc1ccccc1)NC(=O)c1nc[nH]c1C(=O)N1CCN(C(=O)OC(C)(C)C)CC1	-4%	3%	-11	-1%	-2%	9%	-5%	-2%	8%	3%
COc1ccc(NC(=O)c2c(C(F)(F)F)nn(C)c2SCc2ccccc2)cc1	-1%	-7%	16	20%	6%	6%	-3%	-5%	-2%	-2%
Cc1cccc(NC(=O)CN2CCN(C(=O)c3oc4c(Cl)cccc4c3C)CC2)c1C	.	-29%	5	.	1%	.	3%	0%	-8%	-7%
COC(=O)C1(Cc2ccc3c(c2)CCC3)Cc2ccc3c(c2C1=O)CCC3 (configuration not stated)	.	18%	.	.	.	.	-7%	3%	.	-6%
COc1ccccc1NC(=O)c1ccc(COc2ccc3c(c2)CCC3)cc1	-4%	-2%	-12	2%	-1%	4%	5%[46.1 µM]	-1%	-2%	-4%
COc1ccccc1N1CCN(C(=O)C(=O)N/N=C/c2cccc(O)c2)CC1	22%	-6%[7.66 µM]	4	-10%	-7%	-14%	.	-4%	2%	-4%
O=C(Nc1cccc(F)c1)Nc1cccc(Cl)c1	-5%	?	-26	?	-14%	10%	3%	-2%	-1%	-2%
O=C1/C(=C/c2cccnc2)SC(=S)N1c1ccccc1	0%	6%	-10	111%[activator]	-5%	16%	5%[46.1 µM]	-1%	0%	-2%
CC(C)(C)C(=O)NC(=S)Nc1ccccc1C(N)=O	4%	-26%	0	-9%	0%	-1%	-1%[46.1 µM]	-2%	-2%	9%
O=C(CCc1nnc2ccc(N3CCCC3)nn12)Nc1ccc(F)cc1F	-7%	11%	-34	?	-12%	3%	7%	2%	2%	6%
COc1ccc(-c2cc(C(=O)N(C)Cc3ccccc3)no2)cc1OC	7%	-10%	-4	-8%	4%	2%	1%	-9%	4%	-2%
CCOc1cccc(NC(=O)C(Cc2cccs2)c2nn[nH]n2)c1 (configuration not stated)	-10%	5%	-7	2%	1%	-5%	-1%	-5%	-3%	1%
Cc1ccc(-c2onc3ccc(Cl)cc23)cc1	-11%	26%	4	25%	-5%	5%	5%[46.1 µM]	2%	3%	3%
COc1ccc(-n2nc3c(c2NC(=O)C2CCCC2)CS(=O)C3)cc1 (configuration not stated)	5%	-34%	-9	4%[11.7 µM]	-1%	-1%	1%	-6%	18%	6%
COc1ccccc1NC(=O)Nc1cccc(C(=O)O)c1	-13%	6%	10	-11%	1%	3%	-24%	0%	2%	-1%
COC(=O)c1ccc(Cn2nc(C)c(Br)c2C)cc1	-1%	-2%	-40	-10%	5%	0%	-19%	-1%	2%	-1%

Looked up above.
Result for COc1ccccc1N1CCN(C(=O)C(=O)N/N=C/c2cccc(O)c2)CC1 under MLL CXXC-DNA inh: -14%
Result for Cc1ccc(-c2onc3ccc(Cl)cc23)cc1 under AT treatment: 3%

The listing continues.
SMILES	MBNL1-CUG inh	Integrin act MD	TSHR antagonist	Menin MLL FP TR	Mito fusion yeast	MLL CXXC-DNA inh	TCR activator	TSG101-PTAP inh	AT treatment	ASM inhibitor
CN(CC(=O)O)S(=O)(=O)c1cc(Cl)ccc1Cl	-10%	4%	7	-12%	1%	0%	-2%	-8%	.	3%
CC(C)CC(=O)N1CCC(N2CCN(c3ccccc3)CC2)CC1	-7%	-21%	16	-24%	3%	18%	0%	-15%	-3%	3%
Cc1cc(=O)nc2c3ccccc3n(CC(=O)NCCC3=CCCCC3)n12	1%	?	1	.	-1%	18%	-2%	-2%	-7%	-3%
NC(=O)c1nn(-c2ccc(Cl)cc2Cl)c(=O)cc1O	-4%	-9%	7	-4%	-1%	-13%	4%	1%	-2%	4%
COC(=O)[C@H](Cc1ccccc1)NC(=O)NCCc1ccc(F)cc1	-17%	6%	-9	.	5%	-10%	-3%	0%	-15%	1%
COc1ccc(C2=NN(C(=O)CSc3nnc(C)n3C)C(c3ccco3)C2)cc1 (configuration not stated)	.	23%	5	0%	-11%	11%	-1%	-2%	0%	-1%
O=C(O)COCC(=O)N1CCCN(c2nccc(C(F)(F)F)n2)CC1	-6%	7%	0	-8%	4%	3%	-1%	0%	-1%	3%
CCOC(=O)CNC(=O)C12CC3CC(CC(C3)C1)C2	-6%	19%	5	0%	-2%	-7%	1%	0%	-1%	1%
O=C(Nc1nccs1)c1cc(-c2ccncc2)nc2ccccc12	?	3%	-3	?	6%	2%	7%	-6%	0%	0%
COc1ccc(CN2CCN(CCCc3ccccc3)C(CCO)C2)c(O)c1 (configuration not stated)	0%	-15%	-1	0%	-1%	0%	4%	0%	15%	-1%
C#CCOCCOCCOCCNc1nc(N2CCN(C(=O)[C@H]([C@@H](C)CC)n3cc(CCCCN)nn3)CC2)nc(N2CCN(C(=O)[C@H]([C@@H](C)CC)n3cc(CCCN=C(N)N)nn3)CC2)n1	.	-2%	-1	.	-2%	.	13%	0%	7%	9%
CC1(C(=O)Nc2ccc(S(=O)(=O)Nc3ncccn3)cc2)CCCC1	.	24%	6	.	.	.	-9%[46.1 µM]	-3%	11%	12%
Fc1ccc(CNCCC(Cc2ccccc2)c2ccco2)cc1 (configuration not stated)	-5%	-65%[inhibitor]	-3	.	3%	12%	-3%	-6%	-11%	3%
C(=C\c1ccccc1)/CN1CCN(Cc2ccc3c(c2)OCCO3)CC1	-6%	.	22	-6%	9%	0%	.	.	-10%	.
COc1ccc(S(=O)(=O)Nc2ccc(N(C)C(C)=O)cc2)cc1	-9%	39%	0	7%	1%	4%	2%	0%	-3%	0%
CCOC(=O)c1ccc(NC(=O)Nc2ncccc2C)cc1	-6%	?	6	11%	-2%	0%	-3%	-3%	2%	-3%
O=C(NC(c1ccccc1)c1ccccc1)N1CCN(CCO)CC1	-6%	10%	13	-2%	1%	-13%	9%	-1%	-4%	2%
Cc1cccc(N/C=C(\[N+](=O)[O-])S(=O)(=O)c2ccccc2)c1C	-1%	?	-2	4%	-2%	-7%	-3%	-21%	1%	-2%
COC(=O)c1cccc(NC(=O)c2cccnc2C(=O)O)c1C	-11%	63%	-1	11%	-2%	9%	0%	0%	0%	7%
CCCC(=O)NCc1nc2ccccc2n1CC(=O)c1ccccc1	-1%	-30%	0	-26%	-3%	-15%	-1%	-4%	33%	3%
CCCNC(=O)OCC12CC3CC(CC(C3)C1)C2	?	-13%	-13	?	8%	-6%	-4%[46.1 µM]	-2%	6%	3%
COc1ccc(CCNCCC(=O)Nc2c(C)cc(C)cc2C)cc1OC	-16%	16%	14	8%	-3%	3%	-1%[46.1 µM]	1%	5%	-7%
COc1ccccc1NS(=O)(=O)c1cc(N)ccc1N1CCCCC1	0%	0%	-28	?	12%	-6%	0%	-1%	2%	0%

Reprinted at random: five entries already listed.
SMILES	MBNL1-CUG inh	Integrin act MD	TSHR antagonist	Menin MLL FP TR	Mito fusion yeast	MLL CXXC-DNA inh	TCR activator	TSG101-PTAP inh	AT treatment	ASM inhibitor
O=C(O)COCC(=O)N1CCCN(c2nccc(C(F)(F)F)n2)CC1	-6%	7%	0	-8%	4%	3%	-1%	0%	-1%	3%
C(=C\c1ccccc1)/CN1CCN(Cc2ccc3c(c2)OCCO3)CC1	-6%	.	22	-6%	9%	0%	.	.	-10%	.
O=C(NC(c1ccccc1)c1ccccc1)N1CCN(CCO)CC1	-6%	10%	13	-2%	1%	-13%	9%	-1%	-4%	2%
O=C(Nc1nccs1)c1cc(-c2ccncc2)nc2ccccc12	?	3%	-3	?	6%	2%	7%	-6%	0%	0%
COC(=O)[C@H](Cc1ccccc1)NC(=O)NCCc1ccc(F)cc1	-17%	6%	-9	.	5%	-10%	-3%	0%	-15%	1%
